Compound activity as filed in PubChem BioAssay.
ERa coact inh: ERα–SRC-1 coactivator interaction inhibitors, primary screen, biochemical, TR-FRET, ERα LBD, estradiol-bound; hit rate 1.7% among 86,000; Estrogen receptor (Homo sapiens), P03372; TR-FRET ER-alpha LBD / SRC-1 peptide; inhibition, % at 25.6 µM; in the data active means inhibition above about 50%;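 further: 0% = receptor plus peptide control and 100% = peptide only without receptor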
Plk1 PBD FP: Plk1 polo box domain binding inhibitors, primary screen, biochemical, fluorescence polarization; Serine/threonine-protein kinase PLK1 (Homo sapiens), P53350; Plk1 PBD phosphopeptide binding; inhibition, %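 (tested at about 20 µM)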; hit rate 0.13% among 97,000; AID 693, 2007; in the data active means inhibition above about 34%, passing the limit was not always enough
CD11b adhes inh: inhibitors of CD11b/CD18 adhesion to fibrinogen, primary screen, K562 cells, luminescence; Integrin beta-2 (Homo sapiens) + Integrin alpha-M (Homo sapiens), P05107+P11215; inhibition, % at 10 µM; ATPlite luminescence; Mn2+ added to activate the integrin; hit rate 0.54% among 93,000;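 active means primary inhibition of 50% or more at 10 µM, then 40% or more on retest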; further: some results filed as inactive read as strong as hits
Rev-RRE block: HIV-1 Rev-RRE binding inhibitors, primary screen, biochemical, FRET, protein-RNA interaction | P05866 | Rev peptide-RRE RNA binding | inhibition, % at 8 µM | hit rate 0.79% among 97,000 | AID 704, 2007;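 active means inhibition above the screen-wide mean plus 3 SD, cut at about 35% in these data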;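 further: 0% = median DMSO wells and 100% = median Neomycin B control wells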
Target sequence (P05866 whole entry, looked up): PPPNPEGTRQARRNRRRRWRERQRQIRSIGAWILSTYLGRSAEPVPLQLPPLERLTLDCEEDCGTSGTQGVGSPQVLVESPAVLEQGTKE
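Probe or stimulus: fluorescein-Rev peptide as binding partner; assay system: Cy5-tagged RRE RNA duplex with fluorescein-tagged Rev peptide; timing: 5 min compound–RNA preincubation, then 15 min with peptide, 25 °C; medium: HEPES pH 7.5 buffer with KCl, MgCl2, NaCl and EDTA; signal: fluorescein-to-Cy5 FRET, 480 nm excitation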
FAK blocker: FAK kinase inhibitors, primary screen, biochemical; Focal adhesion kinase 1 (Homo sapiens), Q05397; inhibition, %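 (tested at 7 µM)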; hit rate 0.84% among 97,000; biochemical FAK kinase activity assay; AID 727, 2007; in the data active means inhibition above about 19%;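 further: 0% = DMSO and 100% = reference compound high control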
CD11b adhes enh: enhancers of CD11b/CD18 adhesion to fibrinogen, primary screen, K562 cells, luminescence; activation, % at 10 µM; hit rate 0.07% among 93,000; ATPlite luminescence;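 active means 10 µM primary screen giving 50% or more activity, confirmed by 40% or more on retest at that dose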; further: strong numbers were not always called active; reference of the scale not given here
PLK1 inh: human PLK1 kinase inhibitors, primary screen, biochemical, TR-FRET | Serine/threonine-protein kinase PLK1 (Homo sapiens), P53350 | recombinant PLK1 kinase, TR-FRET peptide phosphorylation | inhibition, % at 10 µM | hit rate 0.53% among 97,000;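 active means inhibition of 50% or more in the single-concentration screen; inactive means inhibition below 50%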;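 further: 0% = DMSO max control and 100% = H-89 dihydrochloride min control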
ERa coact pot: enhancers of ERα–SRC-1 coactivator binding, primary screen, biochemical, TR-FRET, ERα LBD, low estradiol; TR-FRET ERalpha-LBD/SRC-Cy5 coactivator binding, 2 h; 100 = basal binding, no effect; Estrogen receptor (Homo sapiens), P03372; coactivator binding (% of control), % at 25.6 µM; hit rate 1.3% among 86,000; in the data active means activity above about 200%;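 further: binding measured in presence of low estradiol as agonist stimulus; 0% = peptide alone without receptor and 100% = receptor with peptide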
ERb SRC1 inh: inhibitors of ERβ-SRC1 coactivator interaction, primary screen, biochemical, TR-FRET, ERβ LBD, SRC-1 peptide | inhibition, % at 25.6 µM | AID 633, 2007 | hit rate 1.3% among 86,000 | TR-FRET ER-beta LBD / SRC1-Cy5 peptide binding; receptor agonist-loaded with 1 µM estradiol | Estrogen receptor beta (Homo sapiens), Q92731;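 active means compounds whose percent inhibition of the receptor-coactivator binding signal exceeds about 50% in the single-dose screen, limit read from the data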;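 further: 0% = receptor plus peptide wells without compound and 100% = peptide-only wells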
Target sequence (Q92731 whole entry, looked up, the tested form may be a part): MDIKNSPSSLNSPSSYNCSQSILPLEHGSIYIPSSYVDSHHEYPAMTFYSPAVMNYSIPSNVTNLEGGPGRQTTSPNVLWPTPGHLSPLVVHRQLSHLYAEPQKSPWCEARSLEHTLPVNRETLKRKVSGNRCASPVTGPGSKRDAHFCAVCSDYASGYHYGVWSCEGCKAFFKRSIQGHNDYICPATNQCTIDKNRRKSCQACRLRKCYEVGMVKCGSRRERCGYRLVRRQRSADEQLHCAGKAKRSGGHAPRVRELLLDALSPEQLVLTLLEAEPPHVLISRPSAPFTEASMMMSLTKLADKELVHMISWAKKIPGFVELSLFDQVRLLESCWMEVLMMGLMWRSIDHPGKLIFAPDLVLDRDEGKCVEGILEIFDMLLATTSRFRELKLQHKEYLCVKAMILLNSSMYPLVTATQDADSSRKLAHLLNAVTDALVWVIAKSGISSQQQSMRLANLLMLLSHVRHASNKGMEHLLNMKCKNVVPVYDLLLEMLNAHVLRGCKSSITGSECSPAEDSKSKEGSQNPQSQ
* hit, by the source's call; nt = not tested or not shown; [ ] = remark or other dose. Compounds as they come; about 4.7% have a hit in one of these screens.

Start of the data: the first 4 compounds (preview)
mol	CD11b adhes inh	Rev-RRE block	CD11b adhes enh	Plk1 PBD FP	FAK blocker	ERb SRC1 inh	ERa coact pot	ERa coact inh	PLK1 inh
COCCNC(=S)NC12CC3CC(CC(C3)C1)C2	-1.2	-1.8	1.9	-17.2	2.8	-17.5	107.7	-6.0	-7.1
COc1ccc2[nH]c(C)c(CCN3C(=O)C4CC=CCC4C3=O)c2c1 (stereo not drawn)	-7.2	9.6	0.5	-17.5	0.6	-9.1	114.0	-9.1	-14.1
COc1ccc(-c2nnc3c4ccccc4c(C)nn23)cc1S(=O)(=O)N1CCN(CCO)CC1	nt	5.3	nt	1.4	0.5	7.7	119.6	-3.2	-9.1
Cc1ccc(NCN2C(=O)C3CC=C(Cl)CC3C2=O)cc1 (stereo not drawn)	-16.5	4.6	-1.9	7.0	4.8	-18.6	93.0[fluorescence artefact?]	5.4	-8.2

All compounds of this part, previewed entries included:
mol	CD11b adhes inh	Rev-RRE block	CD11b adhes enh	Plk1 PBD FP	FAK blocker	ERb SRC1 inh	ERa coact pot	ERa coact inh	PLK1 inh
COCCNC(=S)NC12CC3CC(CC(C3)C1)C2	-1.2	-1.8	1.9	-17.2	2.8	-17.5	107.7	-6.0	-7.1
COc1ccc2[nH]c(C)c(CCN3C(=O)C4CC=CCC4C3=O)c2c1 (stereo not drawn)	-7.2	9.6	0.5	-17.5	0.6	-9.1	114.0	-9.1	-14.1
COc1ccc(-c2nnc3c4ccccc4c(C)nn23)cc1S(=O)(=O)N1CCN(CCO)CC1	nt	5.3	nt	1.4	0.5	7.7	119.6	-3.2	-9.1
Cc1ccc(NCN2C(=O)C3CC=C(Cl)CC3C2=O)cc1 (stereo not drawn)	-16.5	4.6	-1.9	7.0	4.8	-18.6	93.0[fluorescence artefact?]	5.4	-8.2
NCCCCCc1nnc(SCC(=O)c2ccc(Cl)cc2)o1	15.1	-2.3	1.2	-0.7	-8.2	-5.4	121.1	-9.0	-5.9
c1ccc2c(c1)nc1sccn12	-9.0	nt	-3.2	nt	nt	-13.2	102.0	-30.6[fluorescence artefact?]	nt
CCCC(NS(=O)(=O)c1ccc(C)cc1)C(=O)O (stereo not drawn)	-1.6	-0.1	0.1	-9.8	1.6	-3.5	88.6	7.2	-6.7
O=C(Nc1ccc(N2CCOCC2)c(Cl)c1)C1CCCCC1	4.3	0.2	-2.4	4.8	-2.5	9.5	120.8	-1.9	-9.3
CCCCOn1c(C)c(C(=O)OCC)c2c3nonc3ccc21	nt	8.9	nt	-9.4	2.4	0.5	83.9	1.0	-7.5
CCOC(=O)C(=Cc1ccc(-c2ccsc2C(=O)OC)o1)C(=O)OCC	nt	6.5	nt	-18.3	1.0	nt	nt	nt	-5.8
O=S(=O)(NC1=NCCCCCC1)c1cccs1	5.4	7.3	-3.3	1.5	2.1	9.1	108.2	-2.5	-4.4
CN1C(=O)Cn2c1nc1ccccc12	-13.4	6.5	-3.7	4.2	0.6	6.4	90.0	0.0	-6.7
CC(Oc1ccccc1F)C(=O)NCCN1CCCCC1 (stereo not drawn)	41.1	5.9	7.2	18.8	0.8	-1.2	99.8[fluorescence artefact?]	-5.3	-2.8
CCC(C)(C)NC(=O)c1ccc(S(=O)(=O)N(C)c2ccccc2OC)cc1	-5.5	-8.2	4.2	-3.6	0.3	nt	nt	nt	7.2
COc1ccc(-c2cc(C(F)(F)F)nc(SCCC(=O)NCc3ccco3)n2)cc1	nt	0.2	nt	-3.1	-4.3	10.9	136.6	17.6	-4.6
C=CCNC(=O)c1ccccc1Cl	5.5	7.6	2.4	-3.7	0.2	nt	nt	nt	-8.0
O=C1Nc2ccc(S(=O)(=O)N3CCCC3)c3ccc(S(=O)(=O)N4CCCC4)c1c23	3.6	11.9	2.2	25.3	6.8	12.4[fluorescence artefact?]	109.7[fluorescence artefact?]	11.9	5.4
O=C(NC1CCCCCC1)c1ccc(S(=O)(=O)NCc2ccco2)cc1	-5.0	5.3	-3.1	24.8	0.6	nt	nt	nt	-18.6
COc1cc(NC(=O)CN2C(=O)NC(C)(CC(C)C)C2=O)cc(OC)c1 (stereo not drawn)	-6.9	1.9	0.0	18.8	-0.7	nt	nt	nt	-7.3
CCN=C1SC(C(=O)NCCc2ccccc2)CC(=O)N1CC (stereo not drawn)	26.7	0.6	-0.3	-10.3	1.6	-1.5	124.9	0.5	-2.7
Cc1ccc(C)c(Cn2c(C(=O)OC(C)C)cc3c2ccn3C)c1	nt	-1.6	nt	-34.1	-1.6	-17.6	102.7	-7.8	-14.4
Cc1nn(C)cc1C(C(=O)NC1CCCCC1)N(C(=O)Cc1cccs1)c1ccc(C(C)C)cc1 (stereo not drawn)	nt	2.0	nt	-27.8	3.4	nt	nt	nt	-7.8
Nc1ncn(C23CC4CC(CC(C4)C2)C3)n1	-44.6	9.5	0.3	-33.6	-1.4	4.2	100.8	0.5	-6.1
CC(=O)CCS(=O)(=O)c1ccc(Oc2ccc(S(=O)(=O)CCC(C)=O)cc2)cc1	nt	-5.0	nt	-17.4	2.7	-3.2	138.5	-2.8	-2.9
Cc1ccc(N(CC(=O)Nc2ccccc2-c2ccccc2)S(=O)(=O)c2ccccc2)cc1	nt	9.0	nt	-26.0	1.9	nt	nt	nt	-6.2
CCOC(=O)C(Sc1cc(C)nc(N)n1)C(C)=O (stereo not drawn)	4.1	7.2	-4.5	-3.4	0.0	7.9	98.1	11.1	3.3
CCOC(=O)C1=C(N)OC2=C(C(=O)CC(C)(C)C2)C1c1cccs1 (stereo not drawn)	nt	1.4	nt	2.5	4.6	-9.8	94.6	-10.7	-16.9
CC(=O)Nc1sc2c(c1CN1CCN(c3ccccn3)CC1)CCCC2	0.8	6.1	1.0	-9.6	6.8	-0.5	109.3	-6.4	-9.4
C=CCn1c(C)c(C(C)=O)c(N2CCN(c3ccccc3)CC2)nc1=S	1.2	82.3*[fluorescence artefact?]	-5.2	-26.2	-3.7	6.6	98.1	-7.6	-4.0
CCOC(=O)C1CN(S(=O)(=O)c2cccc(C(F)(F)F)c2)c2cc(CC(=O)OC)ccc2O1 (stereo not drawn)	nt	7.4	nt	24.9	1.4	nt	nt	nt	-1.5

Remaining list, next part
mol	CD11b adhes inh	Rev-RRE block	CD11b adhes enh	Plk1 PBD FP	FAK blocker	ERb SRC1 inh	ERa coact pot	ERa coact inh	PLK1 inh
Cn1c(NC(=O)c2cccc(C(F)(F)F)c2)cc(=O)n(C)c1=O	nt	-3.5	nt	-6.7	1.0	-14.6[fluorescence artefact?]	93.5	-0.9	3.1
Cc1ccc(-c2nnc(SCC#CCOC(=O)c3ccco3)o2)cc1	23.6	12.7	-5.7	-16.6	2.6	-1.1	107.9	5.0	0.6
CCOC(=O)c1[nH]c(C)c(CN(Cc2ccco2)C(=O)C(F)(F)F)c1C	4.5	14.3	-1.6	5.9	1.0	-10.8	106.4	-15.0	-11.3
CC1=NN(C(=O)Cc2ccc([N+](=O)[O-])cc2)C(O)(c2cccnc2)C1 (stereo not drawn)	-47.8	6.0	-2.9	-4.1	-3.3	nt	nt	nt	-8.2
CCOc1ccccc1NC(=O)C1Cc2ccccc2CN1S(C)(=O)=O (stereo not drawn)	-4.2	7.5	-4.5	18.6	-5.9	nt	nt	nt	-12.8
CNS(=O)(=O)c1cccc(C(=O)OCC(=O)N2c3ccccc3CC2C)c1 (stereo not drawn)	-1.2	5.9	19.8	-3.6	2.7	nt	nt	nt	-7.0
Cn1c(CNc2nc3ccccc3n2CCN2CCCCC2)nc2ccccc21	8.8	1.4	1.2	1.8	-0.4	-2.9	114.0	-0.9	-8.6
Cc1onc(-c2c(Cl)cccc2Cl)c1C(=O)N1C=CC(C(F)(F)F)=NCC1	0.6	4.3	4.7	1.6	-0.5	nt	nt	nt	-10.2
O=C(Nc1ccc(Cl)cc1)c1cc2nc(-c3ccco3)cc(C(F)(F)F)n2n1	11.9	-2.3	4.0	-17.1	0.2	39.6	69.3[fluorescence artefact?]	43.7	-1.8
CCN1C(=O)C(O)(CC(=O)c2ccccn2)c2ccccc21 (stereo not drawn)	-9.5	6.6	-4.9	-0.1	2.8	-16.9	107.4	-3.0	-9.1
Cc1nc2ccc(S(=O)(=O)NC(C(=O)N3CCn4c3nc3ccccc34)C(C)C)cc2s1 (stereo not drawn)	-1.4	3.6	-0.1	10.4	3.6	-14.4	113.8	3.3	-13.0
Cc1cc(C)n(C2CCCCC2OC(=O)c2ccccc2F)n1 (stereo not drawn)	nt	4.6	nt	9.0	4.5	8.6	85.9	-6.7	-1.2
CCOc1ccccc1NC(=S)NC(=O)CCCOc1ccc(Cl)cc1Cl	3.2	1.0	5.8	-30.9	0.2	nt	nt	nt	-9.4
Cc1cccc(Oc2c(C=O)c3ccccc3n2C)c1	nt	5.5	nt	-1.1	4.1	nt	nt	nt	-8.1
Cc1ccc2c(C)nc(NC3=NCN(CCc4ccccc4)CN3)nc2c1	-0.6	nt	0.2	nt	nt	-8.8[fluorescence artefact?]	98.1	0.8	nt
Cc1ccc(Cn2cccc2C2=NC(C)CO2)cc1 (stereo not drawn)	-13.6	6.5	-2.4	-6.8	1.2	-3.1	107.1	-5.6	-7.4
O=C(Nc1ccccc1N1CCCC1)c1cccnc1Cl	nt	8.6	nt	-0.8	0.3	-13.9	97.1	-22.2	-4.6
COc1ccc(Cl)cc1NC(=O)c1ocnc1C	-1.4	4.3	-3.1	-7.3	1.2	62.4*	54.6[fluorescence artefact?]	52.2*	-18.9
Cc1ccc(Cl)cc1N1CCN(C(=O)Cc2c(C(=O)O)[nH]c3ccccc23)CC1	-8.0	0.2	0.9	-14.1	1.1	-12.0	74.8	1.5	-18.4
CCC(C)Cn1c(C(C)O)nc2ccccc21 (stereo not drawn)	-13.4	7.7	-1.5	-14.3	-1.1	-2.6[fluorescence artefact?]	119.7	2.5[fluorescence artefact?]	1.3
CCOC(=O)c1nc(-c2ccccc2)oc1N(C)C	-18.7	nt	0.8	nt	nt	12.2[fluorescence artefact?]	59.1	26.2	nt
Cc1nc(C(=O)Nc2ccc(Cl)cc2)nn1-c1ccc([N+](=O)[O-])cc1	-10.0	7.5	-0.4	-5.2	0.0	nt	nt	nt	-7.5
CCOC(=O)c1c(NC(=O)C2C3CCC(O3)C2C(=O)O)sc(C)c1-c1ccc(C)cc1 (stereo not drawn)	nt	2.7	nt	-5.9	-5.8	nt	nt	nt	-6.9
CCN(CC)C(=O)CN(c1cccc(OC)c1)S(=O)(=O)c1ccc(C)cc1	-9.2	2.6	-1.1	-20.4	0.9	-3.3	100.4	0.2[fluorescence artefact?]	-4.0
CC(=O)Nc1ccc2nc(SCC(=O)O)sc2c1	10.0	10.0	-1.9	-18.3	-1.3	14.3	59.0	38.4	2.1
